GLD-1 RNA inh = GLD-1-TGE RNA interaction inhibition (C. elegans). 320,000 tested, 0.44% active. inhibition, % at 5.96 µM. AID 2280. purified GLD-1 + fluorescein TGE RNA, fluorescence polarization. Q17339;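 active = percent inhibition above a per-plate cutoff, the plate mean of test compounds plus 3 SD, cut at about 30% in these data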;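 also: 0% = DMSO wells with GLD-1 and probe and 100% = wells lacking GLD-1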
Target sequence (Q17339 whole entry, looked up): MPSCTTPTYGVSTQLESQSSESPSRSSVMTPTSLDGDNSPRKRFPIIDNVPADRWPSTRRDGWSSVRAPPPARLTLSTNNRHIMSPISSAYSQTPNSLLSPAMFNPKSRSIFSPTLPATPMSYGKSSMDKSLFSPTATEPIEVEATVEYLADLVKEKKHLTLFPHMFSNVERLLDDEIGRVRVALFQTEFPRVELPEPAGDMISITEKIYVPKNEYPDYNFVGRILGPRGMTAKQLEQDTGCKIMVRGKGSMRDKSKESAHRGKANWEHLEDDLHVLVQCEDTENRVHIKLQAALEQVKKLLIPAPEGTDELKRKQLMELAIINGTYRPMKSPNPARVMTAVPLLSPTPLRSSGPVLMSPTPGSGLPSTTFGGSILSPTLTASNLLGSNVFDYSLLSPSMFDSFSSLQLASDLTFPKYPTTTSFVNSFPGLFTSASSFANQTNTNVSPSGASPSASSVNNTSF
CIT2-GFP yeast = modulators of TOR pathway CIT2-GFP in S. cerevisiae | 320,000 tested, 0.065% active | GFP response vs DMSO, % at 10 µM | S. cerevisiae CIT2-GFP strain, flow cytometry, 3 h; 100 means same as DMSO wells;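 active = GFP response relative to DMSO above a set limit, near the screen mean plus 3 SD, cut at about 150% in these data; inconclusive = Fewer than 70 cells measured for a yeast strain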;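 also: ratio of well median GFP fluorescence to mean of DMSO wells on the plate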
MCL1 BIM primary = MCL1-BIM-BH3 interaction inhibition (human) | GST-MCL1 / FITC-Bim-BH3 fluorescence polarization | inhibition, % at 10.9 µM | 320,000 tested, 0.68% active;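 active = inhibition above the mean inhibition of all tested compounds plus 3 SD, set per campaign, cut at about 40% in these data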;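 also: 0% = DMSO wells and 100% = unlabeled Bim-BH3 peptide control; higher means more loss of mP so more displacement of Bim peptide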
AGP1-GFP MLPCN = alters AGP1-GFP fluorescence in TOR pathway yeast screen. 320,000 tested, 0.02% active. S. cerevisiae AGP1-GFP multiplex flow cytometry, 3 h; GFP as percent of DMSO wells. GFP response vs DMSO, % at 10 µM;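 active = GFP response relative to DMSO above a set limit, near screen average plus 3 SD, cut at about 150% in these data; inconclusive = fewer than 70 cells counted for the yeast strain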;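 also: median GFP channel fluorescence of the gated AGP1 strain per well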
Fam108B inh = counter-screen for RBBP9 inhibitors: inhibitors of mouse Fam108B | recombinant Fam108B, FP-Rh probe fluorescence polarization | inhibition, % at 9.51 µM | 300,000 tested, 0.33% active | AID 1947;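 active = inhibition above the screen mean inhibition plus 3 SD, computed separately per campaign, cut at about 18% in these data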;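 also: inhibitors lower polarization as less probe binds the enzyme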
BCLXL inh = blocks human Bcl-xL binding to Bim BH3 peptide; 320,000 tested, 0.7% active; inhibition, % at 10.9 µM; AID 2129; GST-Bcl-xL / FITC-Bim BH3 peptide fluorescence polarization;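 active = inhibition above the mean of all tested compounds plus 3 SD, cutoff set per campaign, cut at about 30% in these data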;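 also: 0% = DMSO wells and 100% = unlabeled Bim-BH3 peptide competitor; inhibitors lower millipolarization by displacing the labeled peptide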
VLA-4 inh = inhibition in a human VLA-4 binding assay; inhibition, % (about 7 µM as worked out from the volumes in the protocol); VLA-4 expressing cells, ligand binding flow cytometry; 330,000 tested, 0.2% active; in the data active = inhibition above about 50%
GRK2 inh = blocks RNA aptamer binding to human GRK2; inhibition of aptamer binding, % at 10 µM; bead flow cytometry, FAM-aptamer displacement from GRK2; P25098; 330,000 tested, 0.59% active;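 active = inhibition of aptamer binding above 40%, roughly 3 SD of noise, on plates passing a quality check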;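 also: median bead fluorescence of bound FAM aptamer so fluorescent compounds give negative values; no value below 0 was filed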
MEX-5 binding = C. elegans MEX-5 TCR-2 RNA binding activity; Q9XUB2; MEX-5/FITC-TCR2 RNA binding, fluorescence polarization; hits give low values; activity score (negative = inhibition of binding), % at 10 µM; 300,000 tested, 0.38% active;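 active = inhibition past about -25% in most replicates, and total fluorescence under double the plate's negative control median, limit read from the data; inconclusive = replicates evenly split on the limit, or fluorescence at least double controls; inactive = too little inhibition in most replicates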;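 also: 0% = DMSO and -100% = 5 µM competing unlabeled TCR2 RNA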
Target sequence (Q9XUB2 whole entry, looked up): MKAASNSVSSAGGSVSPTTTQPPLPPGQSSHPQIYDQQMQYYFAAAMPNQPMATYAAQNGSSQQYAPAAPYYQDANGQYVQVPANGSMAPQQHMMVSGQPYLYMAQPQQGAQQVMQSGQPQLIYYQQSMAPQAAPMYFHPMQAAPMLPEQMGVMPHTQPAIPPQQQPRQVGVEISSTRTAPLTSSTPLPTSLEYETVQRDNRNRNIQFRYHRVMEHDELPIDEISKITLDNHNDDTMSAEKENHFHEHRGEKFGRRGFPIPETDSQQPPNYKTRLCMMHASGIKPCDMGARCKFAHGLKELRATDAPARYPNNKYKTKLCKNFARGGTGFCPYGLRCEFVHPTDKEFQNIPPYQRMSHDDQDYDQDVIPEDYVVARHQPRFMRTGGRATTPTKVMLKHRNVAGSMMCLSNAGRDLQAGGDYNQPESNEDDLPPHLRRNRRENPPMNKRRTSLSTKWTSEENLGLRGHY
An asterisk follows results filed as active; ? = inconclusive; . = no result given; [ ] = remark or other dose.

SMILES	GLD-1 RNA inh	CIT2-GFP yeast	MCL1 BIM primary	AGP1-GFP MLPCN	Fam108B inh	BCLXL inh	VLA-4 inh	GRK2 inh	MEX-5 binding
COc1cc(OC)c2c(c1)OC(c1ccc(OC)c(OC)c1)C(O)C2=O (centres undefined)	-3	99	5	98	3	3	14	0	2.9
NNC(=O)c1ncoc1-c1ccc(Cl)cc1	4	94	0	103	2	6	1	3	2.0
COc1ccc(NS(=O)(=O)c2ccc(OC)c3ccccc23)cn1	4	95	7	97	2	2	7	0	-2.1
Cc1ccc(C2(COC(=O)C(C)C)CO2)c(OC(=O)C(C)C)c1 (centres undefined)	-1	88	-1	95	1	6	27	0	-0.3
COC(=O)c1ccccc1Nc1cc(C)nc2nc(C)nn12	7	100	4	105	1	3	-10	1	-0.6
COc1cccc(CN(C)C(=O)CSC(C)C(=O)Nc2cc(C)on2)c1OC (centres undefined)	1	95	6	97	0	0	11	0	-0.9
CC(C)[C@H](NC(=O)c1ccccc1)C(=O)OCC(=O)Nc1ccc2c(c1)OCCO2	-9	99	3	104	-1	0	3	4	0.7
Cc1ccc(S(=O)(=O)N2CCN(C(=O)Cn3c(=O)oc4ccccc43)CC2)cc1	5	104	.	106	.	.	6	0	.
CC1(C)CN(c2ccccc2)N(C(=O)c2ccc(C#N)cc2)C1=O	5	103	1	100	0	6	.	0	2.2
COC(=O)c1sccc1NC(=O)CC1C(=O)NCCN1C(=O)c1ccccc1 (centres undefined)	-3	87	8	95	-4	-3	10	.	-1.1

Arranged by the number under CIT2-GFP yeast (lowest first): some entries from above.
| molecule | CIT2-GFP yeast |
| --- | --- |
| COC(=O)c1sccc1NC(=O)CC1C(=O)NCCN1C(=O)c1ccccc1 (centres undefined) | 87 |
| NNC(=O)c1ncoc1-c1ccc(Cl)cc1 | 94 |
| COc1ccc(NS(=O)(=O)c2ccc(OC)c3ccccc23)cn1 | 95 |
| CC1(C)CN(c2ccccc2)N(C(=O)c2ccc(C#N)cc2)C1=O | 103 |

New compounds follow.
SMILES	GLD-1 RNA inh	CIT2-GFP yeast	MCL1 BIM primary	AGP1-GFP MLPCN	Fam108B inh	BCLXL inh	VLA-4 inh	GRK2 inh	MEX-5 binding
CCOC(=O)N1CCN(C(=O)/C(=C/c2ccc(Br)cc2)NC(=O)c2ccc(OC)cc2)CC1	6	98	7	100	1	10	6	0	.
Cc1ccc(OCCNS(=O)(=O)c2ccc(N3CCCC3=O)cc2)cc1	3	106	3	97	7	2	0	0	-0.7
Cc1ccc(S(=O)(=O)N2CCCCC2)cc1C(=O)Nc1cccnc1	2	106	20	109	4	12	7	7	-4.2
Cc1cc(C(=O)NNc2ccc(Cl)cc2)no1	2	124	-3	120	0	9	7	0	-1.0
O=C(COC(=O)CNC(=O)c1ccc(Cl)cc1Cl)NC(=O)NCc1ccccc1	10	100	-15	104	3	-7	-3	0	-0.3
Cc1c(OCC(=O)NC(Cc2c[nH]c3ccc(O)cc23)C(=O)O)ccc2c3c(c(=O)oc12)CCC3 (centres undefined)	2	102	3	105	-3	3	2	3	0.5
CC12CCC(C/C1=N/NC(=O)Nc1ccccc1)C2(C)C (centres undefined)	0	104	-1	99	2	6	2	14	-0.4
O=C(NC1CCCC1)c1cc2nc(-c3ccccc3)cc(-c3ccccc3)n2n1	-2	79	0	88	0	2	2	23	-1.5
COc1ccccc1C(C)N(C)Cc1nc(COc2ccccc2)no1 (centres undefined)	-2	98	-2	85	3	8	2	1	-1.9
Cc1cc(C)nc(N(C#N)Cc2ccc([N+](=O)[O-])cc2)n1	-11	105	19	97	1	2	3	1	-3.2
COc1ccc(-c2nnc(Nc3ccc(OC)c(C(=O)N4CCCCC4)c3)c3ccccc23)cc1	-3	.	5	.	-1	7	0	4	-1.3
COc1ccc(OC)c(N=CC2=C(O)CC(C)(C)CC2=O)c1	-5	97	2	94	2	3	-5	0	-3.9
O=S(=O)(c1ccccc1)N1CCN(C/C=C/c2ccccc2)CC1	7	109	0	103	-2	1	9	0	0.7
COc1cccc(NC(=O)C2C3C=CC(C3)C2C(=O)O)c1 (centres undefined)	5	96	-6	93	-1	4	-5	4	0.5
O=C(c1cncc(Br)c1)N1CCN(c2ccc([N+](=O)[O-])cc2)CC1	5	90	-4	85	3	0	35	0	-0.1
Cc1ccc(S(=O)(=O)N2CCCC(c3nnc4n3-c3ccccc3SC4)C2)cc1 (centres undefined)	6	100	10	106	0	9	4	1	-1.0
COc1ccc2c(c1OC)c(=O)n1c3ccc(OC(C)C(=O)NCCN4CCOCC4)cc3c3ccnc2c31 (centres undefined)	6	98	-3	108	2	3	34	2	2.3
CCc1[nH]nc2c1C(C1C=CCCC1)C(C#N)=C(N)O2 (centres undefined)	-6	98	3	97	3	1	9	3	-1.9
CCc1cc2c(NC(Cc3c[nH]c4ccccc34)C(=O)O)nc(C)nc2s1 (centres undefined)	6	85	1	93	-6	1	13	5	-2.1
O=S(=O)(c1cccc(-c2csc(-c3ccccc3)n2)c1)N1CCOCC1	4	90	8	100	-10	5	5	0	1.0
Cc1ccc(N(C(=O)c2snc(C(N)=O)c2N)C(C(=O)NCCC(C)C)c2ccco2)cc1 (centres undefined)	-2	83	3	95	5	1	4	3	0.1
CC(=O)Nc1ccc(S(=O)(=O)Nc2ccc(N3CCOCC3)c(F)c2)cc1	3	102	8	98	-3	5	6	1	-4.2
COC(=O)C(C)SC1=N/C(=C/c2ccc(-n3cncn3)cc2)C(=O)N1 (centres undefined)	1	80	4	106	-6	2	10	0	-1.2
COC(=O)C1=C(C)N(CCCC(=O)O)C(=O)NC1c1ccccc1Cl (centres undefined)	6	105	0	103	1	4	6	3	1.7
Cc1cccn2c(=O)c3cc(C(=O)NCc4ccco4)c(=N)n(C4CCCC4)c3nc12	18	?	34	30[may fluoresce violet]	2	34*	-12	2	-8.6
O=C(NCCCn1ccnc1)C(=O)NCc1ccccc1	1	.	8	100	-3	4	6	1	-1.2
CC(C)C(OC(=O)C1CCCO1)C(=O)NC1CCCC1 (centres undefined)	3	95	-4	96	3	2	6	3	-2.3
O=C1CC(C(F)(F)F)=NN1	-4	97	-5	102	1	5	29	1	-0.2
CC1CCN(S(=O)(=O)c2ccc(C(=O)OC(C)C(=O)NC3CCCCC3C)cc2)CC1 (centres undefined)	0	111	-18	114	-4	-12	12	0	0.8
CCC(=O)NC(c1cccs1)c1cc(Cl)c2ccccc2c1O (centres undefined)	6	96	0	71	.	4	13	1	.
CC(=O)NC(CC(=O)N(C)Cc1c(F)cccc1Cl)c1ccccc1 (centres undefined)	-4	105	-1	105	0	4	10	2	2.1
Cc1ccsc1C(=O)OC1CCOC1=O (centres undefined)	-1	86	8	98	1	0	4	1	-3.0
COc1ccc(/C=N/Nc2cc(C)nc3ccccc23)cc1	-3	99	-1	102	-1	1	9	0	-1.4
COc1ccc(C(=O)N2CC3(CC(c4cccc(NC(=O)CC(c5ccccc5)c5ccccc5)c4)=NO3)C[C@H]2C(N)=O)cc1 (some centres undefined)	15	98	1	87	-26	2	-8	6	-0.6
COc1ccccc1C(=O)N1CCN(CCc2ccccc2)CC1	3	109	4	107	-2	3	-5	6	-0.3
COC(=O)C(CC(C)C)NC(=O)CSc1nc(-c2ccccc2)c(C#N)c(=O)[nH]1 (centres undefined)	10	?	-1	?	1	2	-88	0	0.9
CCOc1ccccc1C(=O)NC1CC2CCCC(C1)N2Cc1nnnn1Cc1ccco1 (centres undefined)	2	.	-11	106	2	-5	-2	0	0.4
CC[C@@H]1C=C(C(=O)O)[C@H](c2ccc(C#N)cc2)N1S(=O)(=O)c1ccc(C)cc1	9	98	.	110	.	.	-32	0	.
O=S(=O)(c1ccc(N2CCCCCC2)nc1)N1CCCC1	6	.	3	83	0	5	4	0	0.1
Cn1cc(-c2cccc(Cl)c2)cc(C#N)c1=O	0	91	-3	103	2	-1	2	0	-0.2
Nc1cc(-c2ccccc2)nn1Cc1ccc(Cl)cc1	3	81	4	98	1	5	24	0	.
CCOC(=O)c1c(C)nsc1NCc1ccccc1	-1	99	5	110	-3	7	13	0	2.0
O=C(CSCc1ccccc1)Nc1cccc(C(=O)Nc2ccccc2C(=O)O)c1	5	105	1	99	-3	5	8	4	-0.5
C[C@H](CO)N1C[C@H](C)[C@@H](CN(C)S(C)(=O)=O)Oc2c(NC(=O)Nc3ccccc3)cccc2C1=O	2	99	.	98	.	.	2	0	.
CCOC(=O)C1=C(CS(=O)(=O)c2ccc(Cl)cc2)NC(=O)NC1c1ccc(O)c(OC)c1 (centres undefined)	6	103	8	106	2	5	-2	4	-2.7
Cc1ccc(N=C2NC(=O)c3cccc([N+](=O)[O-])c32)cc1	-1	102	3	106	-1	9	-1	3	-2.1
O=C1c2ccccc2NC(c2ccccc2O)N1NS(=O)(=O)c1ccccc1 (centres undefined)	6	95	6	98	8	3	6	0	-1.3
COC(=O)c1cc2c(N)c(C(=O)c3ccc(Cl)cc3)sc2nc1C(OC)OC	0	79	-12	87	0	-6	-7	3	-2.3
CCN(Cc1ccc(NC(C)=O)cc1)CC1CCCN(CCc2cccc(OC)c2)C1 (centres undefined)	3	100	5	98	-2	5	6	3	1.7
COc1ccc(N2CCN(c3cnc4ccccc4n3)CC2)cc1	8	95	0	90	-4	4	2	0	2.6

Looked up above.
C[C@H](CO)N1C[C@H](C)[C@@H](CN(C)S(C)(=O)=O)Oc2c(NC(=O)Nc3ccccc3)cccc2C1=O @ AGP1-GFP MLPCN: 98
COc1ccc(N2CCN(c3cnc4ccccc4n3)CC2)cc1 @ GLD-1 RNA inh: 8

The results go on:
SMILES	GLD-1 RNA inh	CIT2-GFP yeast	MCL1 BIM primary	AGP1-GFP MLPCN	Fam108B inh	BCLXL inh	VLA-4 inh	GRK2 inh	MEX-5 binding
CC(C)(C)[C@@H]1C=C(C(=O)O)O[C@H](OCc2ccc(CO)cc2)C1	-2	104	8	93	4	8	-8	1	0.9
Cc1ccc(C)c(S(=O)(=O)N2CCN(CC(=O)NC(=O)NCc3ccco3)CC2)c1	-5	101	10	100	-2	7	4	0	2.7
COC(=O)C(Cc1ccccc1)NC(=O)COc1ccc(C(C)(C)C)cc1 (centres undefined)	3	.	2	99	0	1	5	0	1.0
Cc1ccc(C(=O)Nc2nc(C)c(C)s2)o1	0	93	7	96	2	2	3	0	-0.7
COc1ccc(NC(C)=O)cc1NC(=O)CSc1nnc(-c2ccc(F)cc2)n1N	5	92	-13	90	1	-7	-3	0	0.9
CCOC(=O)c1c(NC2=NS(=O)(=O)c3ccccc32)sc2c1CCCCC2	2	96	-9	98	1	6	19	7	-0.7
CCN(C(=O)CN1C(=O)NC(c2ccccc2)(c2ccc(C)c(C)c2)C1=O)C1CCS(=O)(=O)C1 (centres undefined)	1	98	1	97	.	-2	13	1	.
CC(=O)Nc1ccc(NC(=O)C(=O)c2cn(CC(=O)N3CCCC3)c3ccccc23)cc1	2	92	4	96	3	0	7	9	-7.7
O=C(Cn1cc([N+](=O)[O-])ccc1=O)N1CCc2ccccc21	5	91	.	95	.	.	-1	0	.
Cc1nc(C)c(CCNC(=O)c2ccccc2Br)s1	-2	98	11	108	8	11	1	4	-0.9
Cc1nnsc1C(=O)NNS(=O)(=O)c1cc(C(F)(F)F)cc(C(F)(F)F)c1	6	105	4	104	-2	3	-2	1	-3.0
Cc1ccc(CNc2oc(COc3ccccc3Cl)nc2C#N)cc1	1	97	4	97	0	1	7	0	0.8
COC(=O)c1ccccc1NC(=O)CN(c1ccc(C)cc1)S(C)(=O)=O	4	101	10	97	-2	6	-7	2	-1.8
